# Nrf2 activator: activators of Nrf2 (ARE) signaling; AREc32 ARE-luciferase reporter (MCF7-derived line), luminescence, 24 h; Potency, µM (series often up to 46.1 µM), inactives show at the highest dose activation, actives largely listed as activators; actives 0.31% (n = 410,000); AID 624171; further: potency means the concentration at half of the fitted maximal effect; % of control where 0% means no effect; nearly all actives have a fitted effect of over 65% in size
#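 Nrf2 activation is followed as ARE-luciferase induction in the AREc32 line after one day of compound treatment; luminescence is read with Steady-Glo.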
# IL2 activator: activates IL-2 in a cell-based reporter assay. activation, % (series mostly up to about 46 µM). IL-2 activation reporter assay, cell-based qHTS; stimulated with anti-CD3/CD4/CD28 beads; in transgenic mouse T cells. AID 652025. actives 0.065% (n = 360,000); in the data active means activation above about 50%; inconclusive means mostly about 30% to 49%; further: 0% is about no effect
#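 Unstimulated transgenic mouse T cells; 60-min compound exposure; bead-based TCR/CD4/CD28 stimulation; 18 h culture, 37 degrees C; dual fluorescence (EGFP, DsRed) plate cytometry.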
# ATXN2 expr inh: reduces ATXN2 reporter expression in HEK-293 cells | HEK-293 ATXN2-luciferase reporter, luminescence, 24 h | actives 0.72% (n = 360,000) | Potency, µM (titrated, usually from 57 µM), for inactives: at the highest dose activity change, negative = inhibition, actives largely listed as inhibitors; further: potency means the concentration at half of the fitted maximal effect; on the % scale 0 is the no-effect control and ±100 the full control effect; nearly all actives have a fitted effect of over 55% in size
#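 qHTS (up to 57 uM final) was run with 24 h compound exposure of reporter cells at 37 °C. Each well was multiplexed: SteadyGlo luminescence measured ATXN2-luciferase expression after a fluorogenic Gly-Phe-AFC viability readout (25 uM final).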
# A549 tox: A549 cytotoxicity, counter-screen for Nrf2 inhibitors; A549 ARE-Fluc cells, CellTiter-Fluor viability, 18-24 h; Potency, µM (series often up to 46 µM), inactives show top-dose activity change, negative = cytotoxicity, actives largely listed as inhibitors; actives 0.16% (n = 390,000); AID 504648; further: potency means the concentration at half of the fitted maximal effect; on the % scale 0 is the no-effect control and ±100 the full control effect
#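 A549 ARE-Fluc cells in 5% FBS OPTI-MEM, 5000 cells/well, rested 2 h then exposed to compounds in concentration-response for 18-24 h at 37 °C. Viability by CellTiter-Fluor fluorescence (Ex 405/Em 525) after 30 min; luciferase luminescence (BugLite, 15 min, RT) read afterwards.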
# EPAC2 agonist: EPAC2 (human) agonism | Q8WZA2 | EPAC2 activation, biochemical qHTS; response scale: 100% = 6.5 mM cAMP response | Potency, µM (top dose mostly 154 µM), for inactives: at the top dose activation, hits mostly activators | actives 0.079% (n = 360,000) | AID 720711; further: potency means the concentration at half of the fitted maximal effect; nearly all actives have a fitted effect of over 50% in size
# Target sequence (Q8WZA2 whole entry, looked up): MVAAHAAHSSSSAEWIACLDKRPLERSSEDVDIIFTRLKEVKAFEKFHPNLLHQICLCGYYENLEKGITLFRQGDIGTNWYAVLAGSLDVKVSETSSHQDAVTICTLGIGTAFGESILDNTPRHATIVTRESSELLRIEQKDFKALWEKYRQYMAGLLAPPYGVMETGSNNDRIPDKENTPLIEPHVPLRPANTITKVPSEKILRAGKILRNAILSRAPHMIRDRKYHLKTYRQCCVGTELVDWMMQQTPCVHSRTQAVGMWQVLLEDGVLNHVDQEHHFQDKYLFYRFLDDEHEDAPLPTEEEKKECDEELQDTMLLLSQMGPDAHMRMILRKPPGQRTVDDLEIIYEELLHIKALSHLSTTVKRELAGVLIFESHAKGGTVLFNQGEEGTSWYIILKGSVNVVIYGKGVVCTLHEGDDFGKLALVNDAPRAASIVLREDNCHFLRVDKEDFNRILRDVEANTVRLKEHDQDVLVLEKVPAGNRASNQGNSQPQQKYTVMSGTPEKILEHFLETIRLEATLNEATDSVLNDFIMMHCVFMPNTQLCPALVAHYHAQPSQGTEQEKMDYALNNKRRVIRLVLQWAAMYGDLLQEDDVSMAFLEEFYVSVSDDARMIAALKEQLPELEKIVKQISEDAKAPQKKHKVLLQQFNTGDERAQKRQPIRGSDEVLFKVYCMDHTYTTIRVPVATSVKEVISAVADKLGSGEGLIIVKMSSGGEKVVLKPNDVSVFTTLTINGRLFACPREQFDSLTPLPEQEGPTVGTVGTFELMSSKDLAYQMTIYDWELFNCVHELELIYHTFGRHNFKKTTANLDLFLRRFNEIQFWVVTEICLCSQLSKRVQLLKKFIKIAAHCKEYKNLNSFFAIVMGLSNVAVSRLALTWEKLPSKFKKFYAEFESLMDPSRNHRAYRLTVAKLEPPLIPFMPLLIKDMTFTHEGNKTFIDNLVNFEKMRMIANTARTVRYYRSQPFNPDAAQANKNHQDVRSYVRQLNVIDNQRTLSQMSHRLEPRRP
#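 qHTS, titration series. 100 nM EPAC2 / 250 nM Rap1B-BODIPY-GDP / 50 uM GDP; RT; ex 480/em 540 nm, 5-min reads to 30 min. Norm. to 6.5 mM cAMP = activation.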
# ATXN viability: cell viability loss in ATXN counter-screen. actives 0.49% (n = 400,000). Potency, µM (series often up to 56.7 µM), most hits filed as cytotoxic. S2 cells (HEK-293 line with an ATXN2-luciferase reporter) viability, CellTiter-Fluor protease fluorescence, 24 h; further: potency means the concentration at half of the fitted maximal effect; nearly all actives have a fitted effect of over 40% in size
# TGFb inhibitor: blocks TGF-b signaling | HepG2 CAGA-GFP TGF-b/SMAD3 reporter, GFP fluorescence, 18 h; TGF-beta stimulated, 500 pg/mL final | Potency, µM (series often up to 46.1 µM), without a hit: at the highest dose activity, negative = inhibition, usual class: inhibitors | actives 1.2% (n = 410,000); further: potency means the concentration at half of the fitted maximal effect; on the % scale 0 is the no-effect control and ±100 the full control effect; nearly all actives have a fitted effect of over 65% in size
#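 First, reporter cells (HEPG2 CAGA-GFP) rested 2 h at 37 degrees C. Next, compounds were pinned in and TGF-beta added to 500 pg/mL final. After 18 h, GFP was imaged per cell and summed per well.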
# Nrf2 block: inhibitors of Nrf2 signaling; AID 504444; actives 2.1% (n = 360,000); Potency, µM (top dose mostly 46 µM), without a hit: at the highest dose activity change, negative = inhibition, actives largely listed as inhibitors; A549 ARE-Fluc reporter, luciferase luminescence, 18-24 h; further: potency means the concentration at half of the fitted maximal effect; on the % scale 0 is the no-effect control and ±100 the full control effect; nearly all actives have a fitted effect of over 60% in size
#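 Cells were seeded and rested 2 h, then exposed to compounds for 18-24 h. CellTiter-Fluor was read first as a viability measure. BugLite was added 15 min before the final luminescent read of ARE-luciferase activity in A549 cells.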
# HepG2 viability: kills HepG2 cells in TGF-b inhibitor counter-screen. actives 0.76% (n = 410,000). HepG2 CAGA-GFP viability, ATP luminescence, 18 h. AID 588856. Potency, µM (titrated, usually from 46.1 µM), for the others: at the highest dose activity change, negative = cytotoxicity, usual class: cytotoxic; further: potency means the concentration at half of the fitted maximal effect; some results filed as inactive show a strong effect at the top dose
#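 CellTiter-Glo luminescence gave cytotoxicity after 18 hours at 37 degrees C. The cells were HepG2 CAGA-GFP in 1% FBS DMEM, stimulated with 500 pg/mL TGF-beta after compound addition. %Activity was normalised to no-cell wells (complete cell-killing) and DMSO (no toxicity), and curves were fitted and classified.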
# The depositor's hits bear a star; i = inactive; ? = inconclusive; · = no result given; [ ] = another dose, or the depositor's remark. Unless noted, the call rests on the fitted dose curve; in most records, active means well fitted curve in the direction sought with a large enough effect; inconclusive means small, poorly fitted or top-dose-only effect, or another doubt; inactive means no such curve, though single readings can be large; an effect the other way counts as inactive or inconclusive. Rows are unselected; 4.3% or so of the library scored in one or more.
SMILES,Nrf2 activator,IL2 activator,ATXN2 expr inh,A549 tox,EPAC2 agonist,ATXN viability,TGFb inhibitor,Nrf2 block,HepG2 viability
COc1cccc(/C(C)=N/NC(=O)c2cc(-c3cccnc3)nc3ccccc23)c1,3.7%,-1.9,·,-6%,9%,i,-6%,21µM*,-15%
CCOc1ccc(NC(=O)CCC(=O)N2CC(C)Oc3ccc(C)cc32)cc1 (stereo not drawn),-0.4%,·,8%,-1%,·,i,-18%,1%,-7%
Clc1ccccc1/C=C/c1nc(-c2ccccn2)no1,15%,1.5,5µM*,1%,7%,i,28%,·,-24%
O=S(=O)(c1cccc2ccccc12)n1nnc2ccccc21,-0.5%,0.8,5%,0%,8%,i,1%,5%,-31%
CC(C)(C)OC(=O)N1CCCC(C(=O)Nc2cccc(C(=O)NCCCCc3ccccc3)c2)C1 (stereo not drawn),0.4%,-0.5,?,9%,0%,?,-30%,?,-14%
C=C(C)CN(CC)C(=O)CCc1nnc(CCc2c[nH]c3ccccc23)o1,0.4%,-2.6,-2%,-2%,-4%,i,-17%,2%,-16%
Cc1ccccc1Nc1nnc(-c2ccc(C)c(S(=O)(=O)NCC3CCCO3)c2)c2ccccc12 (stereo not drawn),4.5%,·,?,3%,·,?,-19%,?,-14%
CCc1ccccc1-n1nnnc1-c1cnccc1C(F)(F)F,-0.4%,-0.9,-22%,0%,-2%,i,-18%,-12%,11%
CCOc1ccc(C(=O)CN2CCN(S(=O)(=O)c3ccc(Br)cc3)CC2)cc1,0.1%,-5.4,-11%,-2%,4%,i,?,-21%,-4%
CCOC(=O)Cc1cnc(NC(=O)Cn2nnc(-c3ccc(OCC)cc3)n2)s1,2.5%,-0.1,11%,1%,-3%,i,4%,3%,-11%
CCc1cc2c(COC(=O)c3cccc(S(C)(=O)=O)c3)cc(=O)oc2cc1O,5.7%,0.0,-2%,-2%,6%,·,8%,1%,-4%
O=C(N/C(=C\c1ccco1)C(=O)N1CCC(O)CC1)c1ccccc1,0.2%,-1.3,-10%,2%,1%,i,21%,2%,29%
CCn1c(=O)cc(OCC(=O)NCCc2cccc(C)c2)c2ccccc21,4.9%,-1.2,31%,1%,-1%,i,-22%,1%,-24%
Cc1cc(-c2ccccc2)nc(SCc2ccc(C(=O)O)cc2)n1,-1.7%,-0.6,·,-6%,5%,i,-5%,-35%,-1%
Cc1ccc(Cl)c(NC(=O)COC(=O)CNS(=O)(=O)/C=C/c2ccccc2)c1Cl,2.5%,-0.2,0%,4%,-4%,i,-8%,-2%,-30%
O=C(O)c1sc(Nc2ccccc2)nc1-c1ccccc1,1.2%,·,4%,0%,·,i,-2%,3%,-9%
CCN(CC)CCCn1c2c(c(SCC(=O)Nc3cc(OC)cc(OC)c3)nc1=O)CCC2,7.9%,-0.8,8%,1%,-3%,i,5%,-4%,-82%
C[C@H](CO)N1C[C@H](C)[C@H](CN(C)C(=O)Nc2ccc3c(c2)OCO3)Oc2ncc(Br)cc2C1=O,2.9%,1.9,3%,·,12%,i,1%,·,3%
COc1cccc(/C=C2/SC(=S)N(CC(=O)NNC(=O)c3ccccc3OC)C2=O)c1,3.6%,0.4,4%,1%,0%,·,-2%,3%,-5%
CCOC(=O)C1CCN(C(=O)C2CCN(c3nn4c(=O)cc(C)nc4s3)CC2)CC1,0.1%,0.0,-8%,-3%,-2%,i,14%,9%,13%
O=S(=O)(c1ccc(S(=O)(=O)N2CCCC2)cc1)N1CCCCCC1,-0.4%,-1.6,5%,4%,14%,i,1%,-15%,-24%
Cc1ccc(S(=O)(=O)N2CCN(C(=O)COC(=O)/C=C/c3ccccc3[N+](=O)[O-])CC2)c(C)c1,?,-3.4,9%,1%,2%,i,-1%,3%,1%
COCCN(Cc1cccs1)S(=O)(=O)c1csc(C(N)=O)c1,-1.4%,0.7,·,7%,11%,?,-3%,9%,21%
COc1ccc(CCNC(=O)COc2ccc(N(C)S(=O)(=O)c3ccc(Cl)cc3)cc2)cc1,3.4%,-0.8,?,-4%,23%,i,-18%,3.7µM*,1%
Cn1c(=O)oc2cc(S(=O)(=O)Nc3cccc([N+](=O)[O-])c3)ccc21,-0.4%,-1.8,-13%,12%,17%,i,6%,-4%,-19%
# (more compounds)
SMILES,Nrf2 activator,IL2 activator,ATXN2 expr inh,A549 tox,EPAC2 agonist,ATXN viability,TGFb inhibitor,Nrf2 block,HepG2 viability
CCOc1ccc(S(=O)(=O)N(CC(=O)NCCSCc2ccc(C)cc2)c2ccccc2)cc1,-0.6%,·,7%,-3%,·,i,26%,2%,4%
COc1cccc(NC(=O)CN(c2ccc3c(c2)OCO3)S(C)(=O)=O)c1,0.5%,-0.2,-15%[11.3 µM],0%,4%,i,11%,9%,13%
Cc1cc(=O)oc2c(C)c(OCC(=O)N3CCN(C(=O)C4COc5ccccc5O4)CC3)ccc12 (stereo not drawn),0.4%,-0.9,·,12%,3%,i,-16%,6%,-17%
COc1ccc(/C=C/C(=O)Nc2cc(-c3nc4ccccc4o3)ccc2OC)cc1,-0.8%,·,-18%,-1%,·,i,-13%,?,-21%
Cc1ccc2c(c1)[C@@H]1CN(C)CC[C@@H]1N2S(=O)(=O)c1ccc(F)cc1,-0.1%,0.3,-18%,11%,7%,i,16%,-9%,2%
O=C1CCC(C(=O)N(CCO)Cc2ccccc2)CN1CCCN1CCOCC1 (stereo not drawn),-1.5%,-4.5,6%,-2%,10%,i,8%,8%,-5%
CN(C1CCS(=O)(=O)C1)S(=O)(=O)c1ccc2ccccc2c1 (stereo not drawn),-0.2%,-0.6,6%,-1%,4%,i,10%,?,-6%
Cc1cccc(NC(=O)CN2CCSc3ccccc32)c1,-1.1%,-0.4,-25%,2%,14%,i,-15%,-5%,3%
CC(=O)c1c(C)[nH]c(=S)c(C#N)c1-c1ccc(Cl)cc1,-0.1%,3.1,-9%,-3%,5%,i,18%,1%,0%
COCC(=O)N(Cc1cc2ccc(C)cc2[nH]c1=O)c1ccccc1C,-0.6%,-1.6,12%,-2%,3%,i,17%,4%,-5%
Cc1cc(C)nc(N/N=C/C2=C(N3CCOCC3)C(=C\c3ccc(Cl)cc3)/CC2)n1,22%,-6.1,-7%,-5%,13%,i,?,2%,-22%
CN(C)S(=O)(=O)c1ccc(Cl)c(C(=O)NC2CCCCCCC2)c1,0.3%,-0.7,-26%,8%,3%,i,4%,-27%,11%
Cc1ccc(C(=O)Nc2cc3[nH]c(=O)oc3cc2C)cc1,2.5%,-2.5,-19%,0%,3%,i,?,2%,-44%
Cc1cccc(-c2nc(CCNC(=O)Cc3ccc(F)cc3)cs2)c1,3.2%,·,·,10%,·,·,0%,·,-9%
Cc1ccc(N(CC(O)Cn2nc(C)cc2C)S(=O)(=O)c2ccc3ccccc3c2)cc1 (stereo not drawn),3.3%,-0.3,1%,4%,2%,i,?,-28%,-35%
Cc1nc(CNS(=O)(=O)c2ccccc2F)cs1,0.4%,2.2,-11%,-2%,9%,?,12%,16%,2%
Cc1cc(C=C2C(=O)c3ccccc3C2=O)c(C)n1C,3.8%,-0.4,16%,-8%,4%,i,?,9%,-11%
O=S(=O)(NCCN1CCCC1)c1ccc(Cl)cc1,-0.5%,-0.5,2%,0%,2%,i,0%,16%,-1%
COC(=O)c1cc(Br)c(=O)n(-c2cccc(F)c2)c1,-0.3%,-0.4,0%,0%,4%,i,-4%,3%,11%
COc1ccc(N2CC(NC(=O)N3CCc4ccccc43)CC2=O)cc1OC (stereo not drawn),0.4%,0.1,15%,-1%,-8%,i,19%,-23%,-31%
CN(C)S(=O)(=O)c1cccc(C(=O)Nc2ccc3c(c2)CCC3)c1,3.3%,-4.3,89%[activator],-5%,14%,i,2%,?,2%
COc1ccc(NC(=O)CCc2c(C)nc3nc(C)nn3c2C)cc1,0.0%,-0.8,-15%,-10%,2%,?,-8%,-22%,5%
COC(=O)c1cccc(C(=O)N2CCCC(Nc3ccc(C)c(C)c3)C2)c1 (stereo not drawn),-0.6%,1.0,-14%,0%,0%,i,-9%,-5%,-2%
CCN(CC)C(=O)c1sc2c(c1C)c(=O)n(-c1ccccc1)c(=O)n2CC(=O)N(CC)c1cccc(C)c1,1.1%,·,6%,1%,·,i,-1%,·,-11%
COc1n[nH]c(C(=O)NCc2ccccc2)c1[N+](=O)[O-],0.1%,-0.8,·,1%,-1%,i,3%,1%,10%
Nc1cccnc1S(=O)(=O)c1cccc(C(F)(F)F)c1,0.2%,-2.7,1%,4%,1%,i,19%,-30%,9%

# Random excerpt: 6 compounds from above.
SMILES,Nrf2 activator,IL2 activator,ATXN2 expr inh,A549 tox,EPAC2 agonist,ATXN viability,TGFb inhibitor,Nrf2 block,HepG2 viability
Cc1ccc2c(c1)[C@@H]1CN(C)CC[C@@H]1N2S(=O)(=O)c1ccc(F)cc1,-0.1%,0.3,-18%,11%,7%,i,16%,-9%,2%
COc1n[nH]c(C(=O)NCc2ccccc2)c1[N+](=O)[O-],0.1%,-0.8,·,1%,-1%,i,3%,1%,10%
COc1cccc(NC(=O)CN(c2ccc3c(c2)OCO3)S(C)(=O)=O)c1,0.5%,-0.2,-15%[11.3 µM],0%,4%,i,11%,9%,13%
COc1ccc(/C=C/C(=O)Nc2cc(-c3nc4ccccc4o3)ccc2OC)cc1,-0.8%,·,-18%,-1%,·,i,-13%,?,-21%
Cc1ccc(C(=O)Nc2cc3[nH]c(=O)oc3cc2C)cc1,2.5%,-2.5,-19%,0%,3%,i,?,2%,-44%
Cc1cc(C=C2C(=O)c3ccccc3C2=O)c(C)n1C,3.8%,-0.4,16%,-8%,4%,i,?,9%,-11%

# Bioassay records (PubChem BioAssay)
